High-throughput results: PubChem BioAssay, several laboratories
GLD-1 TGE inh = GLD-1-TGE RNA interaction inhibition (C. elegans) | Q17339 | inhibition, % at 5.96 µM | actives 0.44% (n = 320,000) | purified GLD-1 + fluorescein TGE RNA, fluorescence polarization;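 active = percent inhibition above a per-plate cutoff, the plate mean of test compounds plus 3 SD, cut at about 30% in these data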;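 also: 0% = DMSO wells with GLD-1 and probe and 100% = wells lacking GLD-1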
Target sequence (Q17339 whole entry, looked up): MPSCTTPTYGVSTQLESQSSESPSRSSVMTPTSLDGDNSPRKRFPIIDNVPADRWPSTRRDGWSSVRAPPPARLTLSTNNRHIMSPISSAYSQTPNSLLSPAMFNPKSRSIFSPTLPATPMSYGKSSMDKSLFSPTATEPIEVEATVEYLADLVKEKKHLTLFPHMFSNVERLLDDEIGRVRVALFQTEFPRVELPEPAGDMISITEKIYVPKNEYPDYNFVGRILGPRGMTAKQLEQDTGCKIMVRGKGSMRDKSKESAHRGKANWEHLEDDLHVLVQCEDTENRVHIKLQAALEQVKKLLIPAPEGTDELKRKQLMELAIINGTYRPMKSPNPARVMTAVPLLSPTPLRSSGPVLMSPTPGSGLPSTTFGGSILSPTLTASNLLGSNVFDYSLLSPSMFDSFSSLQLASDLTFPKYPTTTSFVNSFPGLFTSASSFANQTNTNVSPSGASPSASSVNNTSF
AGP1 TOR yeast = yeast TOR pathway AGP1-GFP modulation; S. cerevisiae AGP1-GFP multiplex flow cytometry, 3 h; GFP as percent of DMSO wells; GFP response vs DMSO, % at 10 µM; actives 0.02% (n = 320,000);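 active = GFP response relative to DMSO above a set limit, near screen average plus 3 SD, cut at about 150% in these data; inconclusive = fewer than 70 cells counted for the yeast strain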;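 also: median GFP channel fluorescence of the gated AGP1 strain per well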
MCL1-BIM inh = disrupts human MCL1 binding to BIM-BH3 peptide | Q07820 | GST-MCL1 / FITC-Bim-BH3 fluorescence polarization | inhibition, % at 10.9 µM | actives 0.68% (n = 320,000);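 active = inhibition above the mean inhibition of all tested compounds plus 3 SD, set per campaign, cut at about 40% in these data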;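 also: 0% = DMSO wells and 100% = unlabeled Bim-BH3 peptide control; higher means more loss of mP so more displacement of Bim peptide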
CIT2-GFP yeast = modulators of TOR pathway CIT2-GFP in S. cerevisiae | S. cerevisiae CIT2-GFP strain, flow cytometry, 3 h; 100 means same as DMSO wells | actives 0.065% (n = 320,000) | GFP response vs DMSO, % at 10 µM;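 active = GFP response relative to DMSO above a set limit, near the screen mean plus 3 SD, cut at about 150% in these data; inconclusive = Fewer than 70 cells measured for a yeast strain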;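 also: ratio of well median GFP fluorescence to mean of DMSO wells on the plate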
Bcl-xL primary = inhibitors of human Bcl-xL; Q07817; GST-Bcl-xL / FITC-Bim BH3 peptide fluorescence polarization; inhibition, % at 10.9 µM; actives 0.7% (n = 320,000); AID 2129;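 active = inhibition above the mean of all tested compounds plus 3 SD, cutoff set per campaign, cut at about 30% in these data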;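 also: 0% = DMSO wells and 100% = unlabeled Bim-BH3 peptide competitor; inhibitors lower millipolarization by displacing the labeled peptide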
MEX-5 binding = C. elegans MEX-5 TCR-2 RNA binding activity; actives 0.38% (n = 300,000); activity score (negative = inhibition of binding), % at 10 µM; Q9XUB2; MEX-5/FITC-TCR2 RNA binding, fluorescence polarization; hits give low values;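 active = inhibition past about -25% in most replicates, and total fluorescence under double the plate's negative control median, limit read from the data; inconclusive = replicates evenly split on the limit, or fluorescence at least double controls; inactive = too little inhibition in most replicates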;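 also: 0% = DMSO and -100% = 5 µM competing unlabeled TCR2 RNA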
Target sequence (Q9XUB2 whole entry, looked up): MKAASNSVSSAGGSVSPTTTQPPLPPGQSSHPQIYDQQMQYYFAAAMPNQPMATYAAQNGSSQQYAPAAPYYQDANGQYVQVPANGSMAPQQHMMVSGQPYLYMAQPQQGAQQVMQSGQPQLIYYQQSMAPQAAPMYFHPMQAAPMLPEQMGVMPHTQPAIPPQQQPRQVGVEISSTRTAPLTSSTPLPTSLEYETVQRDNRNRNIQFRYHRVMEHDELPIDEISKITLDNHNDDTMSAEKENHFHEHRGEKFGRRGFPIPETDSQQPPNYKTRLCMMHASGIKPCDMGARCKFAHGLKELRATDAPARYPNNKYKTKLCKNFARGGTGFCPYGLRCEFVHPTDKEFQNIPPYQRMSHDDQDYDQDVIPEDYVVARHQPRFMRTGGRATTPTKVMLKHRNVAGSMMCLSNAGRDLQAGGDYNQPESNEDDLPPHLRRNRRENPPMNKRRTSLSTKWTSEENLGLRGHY
VLA-4 inh = inhibition in a human VLA-4 binding assay | P13612 | VLA-4 expressing cells, ligand binding flow cytometry | inhibition, % (about 7 µM as worked out from the volumes in the protocol) | actives 0.2% (n = 330,000); in the data active = inhibition above about 50%
GRK2 inh = blocks RNA aptamer binding to human GRK2. bead flow cytometry, FAM-aptamer displacement from GRK2. inhibition of aptamer binding, % at 10 µM. actives 0.59% (n = 330,000). AID 488847;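 active = inhibition of aptamer binding above 40%, roughly 3 SD of noise, on plates passing a quality check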;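 also: median bead fluorescence of bound FAM aptamer so fluorescent compounds give negative values; no value below 0 was filed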
Fam108B counter = Fam108B inhibition, counter-screen for RBBP9 inhibitors; recombinant Fam108B, FP-Rh probe fluorescence polarization; inhibition, % at 9.51 µM; actives 0.33% (n = 300,000); AID 1947;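 active = inhibition above the screen mean inhibition plus 3 SD, computed separately per campaign, cut at about 18% in these data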;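 also: inhibitors lower polarization as less probe binds the enzyme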
Active calls of the source: *; ? = inconclusive; · = no result given.

SMILES	GLD-1 TGE inh	AGP1 TOR yeast	MCL1-BIM inh	CIT2-GFP yeast	Bcl-xL primary	MEX-5 binding	VLA-4 inh	GRK2 inh	Fam108B counter
O=C(NC1CCCCCCC1)c1cc(-c2ccccn2)nc2ccccc12	1	97	-5	88	-5	·	-9	0	-1
Cc1ccc(-c2nn(CC(=O)N(C)C)c(=O)c3ccccc23)cc1S(=O)(=O)N(C)C	-3	97	0	104	2	-3.5	13	2	2
COC(=O)c1ccc(NC(=O)CCS(=O)(=O)c2ccc(Br)cc2)cc1	-3	99	1	103	6	1.5	0	58*	1
COc1ccc(S(=O)(=O)N2CC(C)N(S(=O)(=O)c3ccc(OC)cc3)CC2C)cc1 (centres undefined)	3	101	1	113	3	-0.4	11	2	1
CC(C)Cc1ccc(C(C)C(=O)N2CCOCC2)cc1 (centres undefined)	8	100	-3	100	0	1.4	-2	2	-1
CC(C(=O)NCC1CCCO1)n1cccc1C(=O)c1ccccc1 (centres undefined)	-6	99	12	101	8	0.3	-9	3	0
CC1CCCN(C(=O)/C(=C/c2ccco2)NC(=O)c2ccccc2)C1 (centres undefined)	0	103	1	103	4	-0.4	18	1	-2
Cc1ccc(/C=C/S(=O)(=O)NCC(=O)OCC(=O)Nc2ccc(C(N)=O)cc2)cc1	-1	110	-12	101	-10	-0.2	16	4	-3
Cc1nc(Cl)sc1C(=O)Nc1ccc(Cl)cc1	2	96	-4	96	4	-0.3	-11	0	-3
COc1cc(Cl)c(C)cc1NC(=O)CCCn1c(=O)oc2ccccc21	-6	98	0	84	0	0.1	1	1	3
CCO/C(C)=N/n1c2nc3ccccc3nc2c2c(=O)n(Cc3ccccc3Cl)c(C)nc21	-12	108	-15	104	-11	2.3	-8	0	-4
COc1cc(OC)cc(-c2cc3nc(C)c(CCC(=O)O)c(C)n3n2)c1	-14	105	7	110	13	·	-12	0	6
CC(=O)Nc1ccc(S(=O)(=O)N(C)CC(=O)NC2=NCCS2)cc1	-2	109	-7	104	10	-0.1	-1	0	2
CCCCN1C(=O)/C(=C2/C=CC=CN2C)SC1=S	0	103	3	100	1	1.4	-10	0	-7
Cc1cccc2nc(CNC(=O)C3CCC(=O)N(Cc4ccccc4F)C3)cn12 (centres undefined)	2	95	3	98	4	1.8	8	2	0
COc1ccc(CNc2ccc3c(c2)ncn3-c2ccccc2OC)cc1	7	105	13	99	13	1.4	4	0	2
N#Cc1nc(-c2cccs2)oc1NCc1ccco1	-1	86	-1	90	-4	1.1	-26	1	2
CCOC(=O)C1CCCN(Cc2c(Cl)cccc2Cl)C1 (centres undefined)	-2	102	-22	97	-16	-1.6	-3	0	-4
C=CCN(CC=C)CC(O)Cn1c2ccccc2c2ccccc21 (centres undefined)	3	105	10	99	6	-0.1	-1	0	-1
CCOc1ccc(C(CC(=O)O)NC(=O)C(Sc2ccccc2)c2ccccc2)cc1 (centres undefined)	0	108	-2	102	0	1.0	18	0	2
C/C=C/C(=O)Nc1ccc(N2CCN(c3ccc(C(F)(F)F)cn3)CC2)nc1	-6	106	1	104	4	0.4	1	0	8
COC(=O)c1ccccc1NC(=O)COC(=O)c1cccnc1	3	86	9	·	6	0.4	1	0	6
O=C(NCc1ccc(Cl)cc1)c1noc2c1CCCCC2	2	87	4	79	0	0.6	4	0	-3
COC(=O)c1ccc(/C=N/NC(=S)NC(C)C)cc1	2	98	4	102	4	-7.6	2	3	0
COC(=O)N1C(=O)[C@](Cc2ccccc2)(c2ccccc2)N1C(=O)OC	-3	77	1	59	-1	2.8	11	0	-1
COc1ccc(Oc2coc3cc(OC(=O)N4CCOCC4)ccc3c2=O)cc1	4	104	-1	105	1	-0.2	-6	2	3
CCOc1ccc(CCNC(=O)C2=C(C)C(=O)OC23CCC(C)CC3)cc1 (centres undefined)	4	104	-3	103	1	0.1	3	0	2
COc1ccc(C(CNc2ncnc3sccc23)N(C)C)cc1OC (centres undefined)	-12	99	-5	102	-4	1.2	-2	0	1
COC(=O)c1cc(Br)ccc1OC(=O)c1cccnc1	1	94	1	99	-2	1.5	2	1	-5
O=C(COC(=O)c1nc(Cl)ccc1Cl)NNC(=O)c1ccccc1	9	113	-4	101	1	-0.3	2	0	-1
CCOc1ccccc1C(=O)OCC(=O)NCC1CCCCC1	1	103	-12	100	-8	-1.9	7	2	0
CC(OC(=O)CCc1nc2ccccc2c(=O)[nH]1)C(=O)Nc1ncc(Cl)cc1Cl (centres undefined)	-8	98	-14	93	-5	0.8	6	1	-2
O=C(Nc1ccc(N2CCN(C(=O)c3cccs3)CC2)cc1)c1cccnc1	0	103	0	106	6	-0.3	0	0	-4
COC(=O)c1ccc(C(NC(=O)OCc2ccccc2)/C(F)=C/[C@@H](C)C(=O)NCc2ccc(-c3ccccc3)cc2)cc1 (some centres undefined)	-4	99	-3	93	-2	·	6	0	-9
CCOC(=O)C1=C(c2ccccc2)OC(N)=C(C#N)C1c1ccncc1 (centres undefined)	-5	87	9	81	7	-2.4	9	7	4
COc1ccc(-c2noc(CCC(=O)Nc3cc(OC)ccc3OC)n2)cc1	1	97	-1	97	1	-1.0	5	0	3
CCOc1ccc(NC(=O)CN(C)C(=O)CSCc2c(C)noc2C)cc1OCC	1	96	-8	92	-4	2.0	9	2	0
CC1CCN(C(=O)COC(=O)c2cc([N+](=O)[O-])ccc2N2CCOCC2)CC1	-2	96	-2	89	-2	0.8	-16	0	1
COc1ccc(N(CC(=O)NCc2ccccc2Cl)S(=O)(=O)c2c(C)n[nH]c2C)cc1	-1	107	-3	106	2	0.3	8	0	-5
O=C(COC(=O)C1CCN(c2ccc(C(F)(F)F)cn2)CC1)Nc1ccc(Cl)cn1	1	99	-8	95	1	0.3	1	0	0
OCC[C@@H]1C[C@H](O)[C@@H](O)[C@@]2(CCc3ccccc3CO2)O1	-1	68	-11	65	-8	-1.3	18	0	0
CCC(C)NC(=O)c1cc2c(=O)n3cccc(C)c3nc2s1 (centres undefined)	2	100	-1	92	4	-0.3	-1	2	5
CN1C(N)=NC(=O)/C1=C\c1ccc(Br)cc1	-1	107	-2	101	-3	-2.3	36	1	-3
COc1cc2ccccc2cc1C(=O)Nc1sc2c(c1C(N)=O)CCN(C(C)C)C2	-21	104	-21	92	-24	1.2	34	0	-5
COc1ccccc1NC(=O)N1CCN(c2ccc3nnc(-c4ccc(F)cc4)n3n2)CC1	0	94	0	84	4	1.0	2	1	-5
CCOc1ccc(N2C(=O)CC(N3CCN(C4CCc5ccccc5C4)CC3)C2=O)cc1 (centres undefined)	0	98	18	94	3	-3.4	27	1	5
CC(C)OC(=O)c1ccc(NC(=O)c2ccco2)cc1	1	97	1	105	6	-0.8	8	0	2
CN(C)/C=C(\C=O)c1onc(-c2ccccc2Cl)c1C#N	4	97	4	96	0	7.9	-7	0	3
CCC(=O)Nc1ccc(C=C(C(C)=O)C(C)=O)cc1	4	·	-7	·	3	0.1	4	0	2
Cc1ccc(C(=O)C2CCN(CC(=O)Nc3nc(C)cs3)CC2)cc1	3	99	-8	99	-4	2.2	2	0	-9
CN1CCN(CC(=O)Nc2nnc(-c3cccs3)s2)CC1	-3	98	0	102	1	-0.5	12	2	0
CNC(=O)Nc1ccccc1C(=O)NCc1ccccc1	5	103	-3	93	5	0.3	6	4	-3
S=C(NCCN1CCOCC1)NC1CCCC1	11	105	13	108	4	1.3	-3	0	1
c1ccc(-c2nn3c(C4CCCCC4)nnc3s2)nc1	6	·	6	108	11	1.4	-3	0	1
Cc1coc2c1c(C)cc1oc(=O)c(CC(=O)NCCCN3CCCC3=O)c(C)c12	7	98	-11	93	-6	0.5	10	2	-2
COc1ccc(NC(=O)Cn2cc(C(=O)C3CC3)c3ccccc32)cc1	9	101	-3	103	-2	-0.1	4	1	0
CS(=O)(=O)c1ccc(NS(=O)(=O)c2ccc(Cl)c(C(=O)NC3=NCCS3)c2)cc1	4	101	·	102	·	·	8	1	·
CC1CN(C(=O)CSc2nnc(-c3ccc(Cl)cc3)n2C)CC(C)O1 (centres undefined)	1	99	-5	94	-3	0.1	8	3	-2
CCOC(=O)N1CCN(C2CC(=O)N(c3ccc(Oc4ccccc4)cc3)C2=O)CC1 (centres undefined)	4	104	3	102	2	2.3	-1	1	0
Cc1noc(C)c1/C=N/Nc1ccc2ccccc2n1	-2	95	4	90	1	-0.2	2	0	2
(more compounds)
SMILES	GLD-1 TGE inh	AGP1 TOR yeast	MCL1-BIM inh	CIT2-GFP yeast	Bcl-xL primary	MEX-5 binding	VLA-4 inh	GRK2 inh	Fam108B counter
CCC(C)NS(=O)(=O)c1ccc(OC)c(Cl)c1Cl (centres undefined)	2	97	-8	94	-4	3.0	-2	0	-1
CC1(C)CC(N2CCCCC2)=CC(=[N+]2CCCCC2)C1	3	102	-23	103	-16	2.1	10	4	-2
O=C(NN1CCOCC1)c1ccc(Cl)cc1[N+](=O)[O-]	-5	98	-4	100	2	0.0	2	4	-2
CCC(C(=O)NC(C)(C)C)N(C(=O)Cn1nnc(-c2ccccc2F)n1)c1cnc2ccccc2c1 (centres undefined)	-1	99	2	97	7	1.4	38	0	-1
C=CCn1c(SC(F)F)nc2scc(-c3ccco3)c2c1=O	-5	96	0	99	3	0.8	12	0	-2
CCCCCC(C)n1[nH]c(=O)c2c(C)cc(C)nc21 (centres undefined)	3	106	3	99	1	-4.0	3	0	0
Cc1onc(-c2c(Cl)cccc2Cl)c1C(=O)Nc1ccc2c(c1)OCCO2	1	103	-7	91	-2	·	3	2	1
O=C(Cn1cnc2c(OCc3ccccc3)ncnc21)NCCc1c[nH]c2ccccc12	1	109	·	97	·	·	-11	10	·
COCCCn1c(=N)c(C(=O)NCC2CCCO2)cc2c(=O)n3cccc(C)c3nc21 (centres undefined)	-6	?	11	?	12	-2.2	-1	0	-1
O=C(NC1CCCCC1)C(c1ccc(O)cc1)N(C(=O)c1cnccn1)c1cccc(F)c1 (centres undefined)	0	103	2	105	6	0.0	-4	0	6
Cc1occc1C(=O)NNC(=O)c1ccc(F)cc1	0	100	3	98	1	-3.9	-3	0	-2
O=C(Nc1ccc(O)c2c(=O)cc(-c3ccccc3Cl)oc12)c1ccc(Cl)cc1Cl	4	87	7	94	6	0.0	-13	2	-1
NC(=O)Cn1ccc(O)c(Cc2ccc(Cl)cc2Cl)c1=O	-5	111	-3	107	-1	2.7	-13	0	4
CCN(C[C@H]1N[C@@](C)(C(=O)OC)[C@H]2C(=O)N(C)C(=O)[C@@H]12)C(=O)C1CCCCC1	5	106	·	102	·	·	-7	17	·
O=C(NCc1ccccc1)C(c1ccncc1)N(C(=O)c1ccccn1)c1ccccc1 (centres undefined)	2	56	1	95	6	0.1	4	0	-3

4 successive compounds out of the list so far, for reference:
SMILES	GLD-1 TGE inh	AGP1 TOR yeast	MCL1-BIM inh	CIT2-GFP yeast	Bcl-xL primary	MEX-5 binding	VLA-4 inh	GRK2 inh	Fam108B counter
O=C(NC1CCCCCCC1)c1cc(-c2ccccn2)nc2ccccc12	1	97	-5	88	-5	·	-9	0	-1
Cc1ccc(-c2nn(CC(=O)N(C)C)c(=O)c3ccccc23)cc1S(=O)(=O)N(C)C	-3	97	0	104	2	-3.5	13	2	2
COC(=O)c1ccc(NC(=O)CCS(=O)(=O)c2ccc(Br)cc2)cc1	-3	99	1	103	6	1.5	0	58*	1
COc1ccc(S(=O)(=O)N2CC(C)N(S(=O)(=O)c3ccc(OC)cc3)CC2C)cc1 (centres undefined)	3	101	1	113	3	-0.4	11	2	1
